GLP1R cytotox – cytotoxicity in counter-screen for GLP-1R inverse agonists; 410,000 tested, 0.13% active; HEK293 cAMP-luciferase reporter cells, luminescence, 24 h; AID 624418; Potency, µM (titrated, usually from 38.3 µM), for the others: at the highest dose activity change, negative = inhibition, hits mostly inhibitors;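 note: loss of luciferase light is scored as toxicity; potency is the fitted concentration of half-maximal effect; % is set by controls: 0 for no effect and ±100 for the full control effect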
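Compound-treated cells are incubated 24 hr at 37 deg C under 5% CO2 after a 12 hour attachment period, then luciferase detection reagent is added and luminescence is measured following 12 min at room temperature; lowered signal indicates toxicity.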
PI5P4Ka inh – PI5P4K alpha (human) kinase inhibition; PI5P4Kalpha enzyme, ADP-Glo luminescence, 60 min; stronger effect = lower value; max response, %; 330,000 tested, 1.2% active; AID 652105; active = max response of -50% or lower; inconclusive = between -30% and -50%; inactive = -30% or higher; note: value at the top dose of about 77 µM; % is set by controls: 0 for no effect and ±100 for the full control effect
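Luminescence from ADP-Glo served as readout of PI5P4Kalpha activity in a qHTS format. Reaction: enzyme, substrate, compound, ATP at 5 microM final, 60 min at RT.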
PLK1 PBD block – PLK1 (human) polo-box domain binding inhibition; P53350; Plk1 PBD binding of FITC phosphopeptide, fluorescence polarization; Potency, µM, for the others: max response, negative = inhibition, actives largely listed as inhibitors; 360,000 tested, 2.8% active; AID 720504; note: potency is the fitted concentration of half-maximal effect; series mostly up to about 57 µM; % is set by controls: 0 for no effect and ±100 for the full control effect; nearly all actives have a fitted effect of over 65% in size
EPAC1 antag – EPAC1 (human) antagonism | O95398 | EPAC1 GEF assay, Rap1b-BODIPY-GDP exchange fluorescence | Potency, µM (top dose mostly 115 µM), inactives show at the highest dose activity change, negative = inhibition, most hits filed as inhibitors | 360,000 tested, 0.14% active | AID 720709;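 note: potency is the fitted concentration of half-maximal effect; plate controls were vehicle for no effect and positive control for full effect; nearly all actives have a fitted effect of over 50% in size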
IL-2 act – activators of IL-2. IL-2 activation reporter assay, cell-based qHTS; stimulated with anti-CD3/CD4/CD28 beads; in transgenic mouse T cells. activation, % (series mostly up to about 46 µM). 360,000 tested, 0.065% active. AID 652025; in the data active = activation above about 50%; inconclusive = mostly about 30% to 49%; note: 0% is about no effect
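Unstimulated transgenic mouse T cells preincubated 60 min with compound, then stimulated with anti-CD3/anti-CD4-coated beads plus anti-CD28 for 18 h at 37 degrees C. IL-2 response read as EGFP and DsRed fluorescence by plate cytometry.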
EPAC1 ag – EPAC1 (human) agonism. O95398. EPAC1 agonist qHTS, biochemical assay; response scale: 100% = response to 6.5 mM cAMP. 360,000 tested, 0.073% active. Potency, µM (top dose mostly 154 µM), without a hit: top-dose activation, hits mostly activators; note: potency is the fitted concentration of half-maximal effect; nearly all actives have a fitted effect of over 60% in size
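EPAC1 100 nM, Rap1B–BODIPY-GDP 250 nM, unlabeled GDP 50 uM; compound titration; 5 min RT; kinetic read ex480/em540 at 5-min intervals ×30 min; data normalized to 6.5 mM cAMP agonist control.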
GLP-1R agonist – activates the human GLP-1 receptor; P43220; HEK293 GLP-1R CRE-luciferase, luminescence, 4-6 h; cells express a hypersensitive GLP-1R form; Potency, µM (titrated, usually from 45.6 µM), for the others: at the top dose activation, most hits filed as activators; 380,000 tested, 0.007% active; AID 624172; note: potency is the fitted concentration of half-maximal effect; % of control where 0% means no effect
Target sequence (P43220 whole entry, looked up): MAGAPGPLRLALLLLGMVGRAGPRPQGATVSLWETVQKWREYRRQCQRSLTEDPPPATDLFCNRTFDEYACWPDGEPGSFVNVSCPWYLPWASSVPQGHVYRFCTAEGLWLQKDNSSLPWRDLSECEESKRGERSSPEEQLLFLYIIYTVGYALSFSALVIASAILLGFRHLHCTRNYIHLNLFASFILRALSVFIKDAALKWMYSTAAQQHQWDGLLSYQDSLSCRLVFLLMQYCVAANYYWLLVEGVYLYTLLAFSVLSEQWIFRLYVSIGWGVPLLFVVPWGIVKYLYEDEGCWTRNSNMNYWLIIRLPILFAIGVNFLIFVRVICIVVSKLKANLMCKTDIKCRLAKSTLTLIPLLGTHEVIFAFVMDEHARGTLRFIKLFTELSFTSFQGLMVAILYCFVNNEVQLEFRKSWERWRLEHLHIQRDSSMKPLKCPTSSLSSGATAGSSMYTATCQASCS
PTHR1 agonist – agonists of human PTHR1 parathyroid hormone receptor | AID 743266 | Potency, µM (doses to about 115 µM), for inactives: at the highest dose activation, hits mostly activators | 410,000 tested, 0.075% active | HEK293 GP2 PTHR1 cells, GloSensor cAMP luminescence, 1 h | Q03431; note: potency is the fitted concentration of half-maximal effect; nearly all actives have a fitted effect of over 55% in size; some results filed as inactive show a strong effect at the top dose; inactives centre near -15; many of its hits are not listed in these tables
Target sequence (Q03431 whole entry, looked up): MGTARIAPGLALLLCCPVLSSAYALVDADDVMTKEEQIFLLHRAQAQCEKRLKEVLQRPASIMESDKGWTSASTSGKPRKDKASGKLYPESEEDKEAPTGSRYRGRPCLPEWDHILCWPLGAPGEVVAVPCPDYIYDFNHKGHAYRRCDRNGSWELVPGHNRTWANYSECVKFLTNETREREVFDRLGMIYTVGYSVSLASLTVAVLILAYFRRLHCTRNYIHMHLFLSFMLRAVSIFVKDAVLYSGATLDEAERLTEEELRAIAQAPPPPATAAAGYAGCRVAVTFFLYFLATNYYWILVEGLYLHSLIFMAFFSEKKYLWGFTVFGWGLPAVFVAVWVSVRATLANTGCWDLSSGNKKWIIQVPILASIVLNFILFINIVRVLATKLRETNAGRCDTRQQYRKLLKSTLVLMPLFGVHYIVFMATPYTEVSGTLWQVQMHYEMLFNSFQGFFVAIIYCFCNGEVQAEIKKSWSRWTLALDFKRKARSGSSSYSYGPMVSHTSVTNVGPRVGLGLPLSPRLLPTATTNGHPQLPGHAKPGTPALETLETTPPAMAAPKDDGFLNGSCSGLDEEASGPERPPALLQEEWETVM
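HEK-293-derived GP2 cells expressing PTHR1 and a GloSensor cAMP reporter, 3,000/well, plated overnight, given luciferin plus IBMX (each 0.5 mM as added) for 1 h at 37 °C, then compound for 1 h at 37 °C. Luminescence was read after 15 min at room temperature.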
GLP-1R inv ag – inverse agonists of human GLP-1 receptor. HEK293 GLP-1R CRE-luciferase, luminescence, 24 h; GLP-1R form is constitutively active. Potency, µM (series often up to 38.3 µM), inactives show at the top dose activity change, negative = inhibition, hits mostly inhibitors. 410,000 tested, 1.6% active; note: potency is the fitted concentration of half-maximal effect; % is set by controls: 0 for no effect and ±100 for the full control effect; nearly all actives have a fitted effect of over 55% in size
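Seeding at 200 cells/uL, 12 h culture, 24 hr compound treatment, then luciferase reagent and a luminescence read; cells are HEK293 stably expressing a constitutively active GLP-1R plus cAMP-responsive luciferase.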
The depositor's hits bear a star; i = inactive; ? = inconclusive; nt = not tested or not shown; [ ] = another dose, or the depositor's remark. Unless noted, calls come from the whole dose curve; as a rule, active = well fitted curve in the direction sought with a large enough effect; inconclusive = small, poorly fitted or top-dose-only effect, or another doubt; inactive = no such curve, though single readings can be large; an effect the other way counts as inactive or inconclusive. These rows are one share of the data; the hit share may differ from the screen's.

Order of results – GLP1R cytotox | PI5P4Ka inh | PLK1 PBD block | EPAC1 antag | IL-2 act | EPAC1 ag | GLP-1R agonist | PTHR1 agonist | GLP-1R inv ag
COc1ccc2[nH]c(=O)c(CN(C(=O)c3ccncc3)C(C)C)cc2c1
  6% | 6 | -7% | 6% | 0.9 | -3% | 5% | i | 14%
Cc1cc(C)n(CCCN2CCC(C(=O)Nc3cccc(-c4cccc(F)c4)c3)CC2)n1
  ? | -1 | 7% | -25% | -3.6 | 4% | -8% | 10% | 7.1µM*
N#Cc1ccc(-c2nc3c4ccccc4ccn3c2Cc2ccccc2C(F)(F)F)cc1
  5% | 11 | 7% | -9% | -0.5 | -3% | -6% | -22% | ?
CN(C)CCCN(C(=O)c1ccc(S(=O)(=O)N2CCOCC2)cc1)c1nc2cc3c(cc2s1)OCO3
  28% | -1 | 5% | 12% | -2.6 | -5% | -6% | i | -12%
COc1ccc(-c2cc(-c3ccccc3)c(C#N)c(=S)[nH]2)cc1
  -14% | -4 | ? | 5% | 1.3 | 8% | 2% | i | 0%
CN1CCCN(S(=O)(=O)c2ccc3c(c2)OCCO3)CC1
  2% | 9 | -1% | 6% | -1.3 | -5% | 13% | -1% | 0%
CN1CCN(C(=O)c2cnn3c(C(F)F)cc(C4CC4)nc23)CC1
  0% | 3 | -2% | -12% | -2.6 | 7% | -2% | -41% | 0%
O=C(C1CCCN(S(=O)(=O)c2cccc3nsnc23)C1)N1CCc2ccccc21 (stereo not drawn)
  -7% | -4 | -3% | -13% | -3.3 | 0% | 0% | -32%[inhibitor] | ?
CN1C(=O)CSc2ccc(NC(=O)N3CCC(N4CCCCC4)CC3)cc21
  -2% | nt | -6% | 6% | 0.9 | 9% | -1% | i | 43%[activator]
Brc1ccc(C2=Nc3ccccc3C(c3ccncc3)=NN2)cc1
  4% | 1 | -15% | 8% | 1.3 | -7% | 18% | i | -11%
O=C(COC(=O)c1ccco1)NCc1ccccc1Cl
  7% | 1 | -10% | -7% | 0.5 | 10% | -2% | ? | -12%
CC[C@]12c3[nH]c4ccc(OC)cc4c3CCN1C(=O)C(CC(=O)NCc1ccco1)C[C@@H]2C(=O)N1CCN(C(=O)c2ccco2)CC1 (stereo partly drawn)
  -7% | -3 | -8% | -17% | -0.7 | -2% | -2% | i | 4%
COc1ccc(S(=O)(=O)N(C)c2c(C)n(C)n(-c3ccccc3)c2=O)cc1OC
  -5% | -8 | -10% | -11% | -0.1 | 6% | -8% | -4%[57.5 µM] | 2%
Oc1cccc(/C=N/N2CCCCC2)c1O
  ? | 2 | 5% | -3% | -1.0 | -3% | 1% | -38% | 235%[activator]
COc1cccc(N/C(SCc2ccccc2F)=C(/C#N)C(=O)NCc2cccs2)c1
  23% | 1 | -3% | -3% | -4.2 | 4% | -4% | -11% | 5µM*
CCn1c(Cc2ccccc2)nnc1SCC(=O)Nc1ccc2c(c1)OCCO2
  -20% | nt | -1% | 12% | 2.8 | -6% | 3% | i | 0%
COc1ccccc1N1CCN(CC(=O)Nc2cccc(F)c2)CC1
  -15% | 10 | -2% | 13% | 1.7 | 2% | 1% | -9% | ?
O=C(CNC(=O)Cc1cccc2ccccc12)NCc1ccc(F)cc1
  17% | 0 | -6% | 4% | -1.9 | -10% | -1% | 13% | ?
Cc1cccc(N2CCN(CC(=O)N(C3CCCC3)C3CCS(=O)(=O)C3)CC2)c1C (stereo not drawn)
  7% | 3 | -1% | -16% | 4.5 | -7% | -3% | i | 14%
CC(C)C(=O)NNc1nc2ccccc2s1
  -1% | nt | -5% | -1% | -1.4 | 4% | 0% | i | 10%
Cc1cc(C)cc(N2Cc3ccccc3C2)c1
  -16% | 7 | -5% | -27% | 1.8 | 9% | -9% | i | 15%
COCCNC(=O)C1(C)CCN(C(=O)COc2ccc(Cl)cc2Cl)C1 (stereo not drawn)
  5% | -4 | -10% | 1% | 4.4 | 7% | -2% | -19% | 18%
Cn1c2c(c(=O)n(C)c1=O)C(c1ccccc1Cl)CC(=O)N2 (stereo not drawn)
  -9% | 0 | -15% | 3% | -0.8 | -12% | 0% | i | -12%
O=S(=O)(NCc1ccccc1)c1cccc2nsnc12
  -3% | -5 | -9% | -11% | -1.1 | -14% | -3% | -7% | -17%
Cc1cc(C)n(CC(O)Cn2ccc3ccccc32)n1 (stereo not drawn)
  -14% | nt | 0% | 10% | -1.5 | -6% | 2% | i | 0%
COc1cc(C(=O)C(O)c2ccc(O)c(OC)c2)ccc1O (stereo not drawn)
  -4% | 7 | 4% | 0% | 2.5 | 7% | -3% | i | 9%
c1cncc(CNc2ncnc3ccc(-c4ccc5c(c4)OCCO5)cc23)c1
  nt | nt | nt | -12% | -2.9 | -16% | 4% | -10% | nt
Cc1cc2nc(CCN(C(=S)NCC(C)C)C3CCCC3)[nH]c2cc1C
  ? | nt | -4% | 12% | -0.8 | 15% | -3% | -31%[inhibitor] | ?
COCCN1CCCC(CNCc2cn(C)nc2-c2ccc(Oc3ccccc3)cc2)C1 (stereo not drawn)
  ? | 1 | -10% | 0% | -0.1 | 10% | 16% | -16% | ?
CSc1cccc(NC(=S)N(Cc2ccccc2)Cc2ccccn2)c1
  ? | 2 | -3% | 2% | -4.8 | -1% | 11% | i | ?
Cc1[nH]c2ccccc2c1C(c1ccccn1)N1CCC(C)CC1 (stereo not drawn)
  -7% | 5 | ? | 11% | -0.2 | -1% | 8% | -11%[57.5 µM] | 12%
Cc1cc(C)c(S(=O)(=O)N(C)CC(=O)NCCN2CCOCC2)c(C)c1
  1% | -2 | -6% | -20% | -2.3 | 9% | 9% | -20% | -4%
Cc1ccc(N2C(=O)[C@@H]3C(c4cccnc4)=NO[C@@H]3C2=O)cc1
  2% | -2 | -9% | -17% | -0.6 | 10% | 0% | i | -4%
CN(C)CCCNc1ncnc2sc(-c3ccccc3)cc12
  ? | -13 | -7% | -10% | -0.4 | -1% | -2% | i | ?
CCNC(=S)N(Cc1ccc2c(c1)OCO2)C1CC(=O)N(c2ccc(OC)cc2)C1=O (stereo not drawn)
  2% | -7 | -20% | -21% | -1.1 | -1% | -3% | i | 0%
O=S(=O)(Cc1ccccc1Cl)NCCc1ccc(F)cc1
  -7% | -3 | 3% | -7% | 0.2 | 14% | 7% | -9% | ?
O=C(O)CNC(=O)C(CS)Cc1ccccc1 (stereo not drawn)
  -9% | 0 | -1% | -14% | -0.4 | -4% | -5% | -9% | -13%
CCCCCCNC(=O)CCc1c(C)nc2nc(-c3cc(OC)cc(OC)c3)nn2c1C
  1% | nt | nt | nt | nt | nt | -1% | -22% | 5%
O=C(NCCN1CCc2ccccc2C1)C1CCN(S(=O)(=O)N2CCC3(CC2)OCCO3)CC1
  -4% | nt | 4% | 5% | -0.2 | 6% | -4% | 3%[57.5 µM] | 2%
COc1ccccc1C(=O)Nc1ccnn1C1CCN(CCCC2CCCC2)CC1
  ? | 19 | 0% | 16% | -3.6 | -13% | -3% | i | ?
COc1ccccc1N1CCN(c2nc(C)nc3c2oc2ccccc23)CC1
  ? | nt | 2% | -7% | 1.9 | 18% | -27% | i | ?
CCOc1ccc(CCN2C(=S)N([C@@H](Cc3ccc(O)cc3)CN3CCCC3CN3C(=S)NC[C@@H]3Cc3ccc(O)cc3)C[C@@H]2CC(C)C)cc1 (stereo partly drawn)
  -6% | 4 | -1% | -13% | -0.6 | -15% | -5% | -18% | ?
C[C@@H](O)C(C(=O)N1CCNCC1)n1cc([C@@H](N)CCCCN)nn1 (stereo partly drawn)
  10% | -21 | 1% | 9% | 1.0 | -4% | 4% | -22% | 9%
CC(=O)Nc1ccc(NC(=O)C(C)OC(=O)[C@@H]2CCCN2C(=O)c2cccs2)cc1 (stereo partly drawn)
  -12% | -6 | 7% | 2% | 0.4 | 6% | -4% | 4% | 3%
Cc1ccccc1NC1C=CS(=O)(=O)C1 (stereo not drawn)
  0% | 3 | 1% | 9% | 3.5 | 1% | -9% | i | 21%
CCc1ccc2ncc(S(=O)(=O)c3ccc(C)c(C)c3)c(N3CCCC3)c2c1
  ? | -1 | -6% | -23% | -3.3 | 16% | 9% | -91%[inhibitor] | ?
Cc1cccc(C)c1NC(=O)CCCSc1nc2ccccc2s1
  -11% | 2 | -26% | -5% | -1.1 | -16% | 3% | -27% | ?
N#C/C(=C\c1cn(-c2ccccc2)nc1-c1cccnc1)c1nnc2n1CCCCC2
  1% | nt | -13% | 3% | -0.7 | 7% | 25% | -40%[inhibitor][57.5 µM] | 0%
CCc1nnc(NC(=O)[C@@H](NC(=O)c2ccc(C(C)(C)C)cc2)C(C)C)s1
  -11% | 3 | -4% | -13% | -0.8 | 0% | -5% | -2% | ?
CC(C)Cn1cc(NC(=O)N2CCN(c3ccccc3F)CC2)c2ccccc2c1=O
  -2% | nt | nt | nt | nt | nt | 11% | -10% | -14%
O=c1ccnc2n1COCS2
  2% | 0 | 4% | 4% | 0.1 | -10% | -1% | i | 5%
CCn1c(C)c(C(C)=O)c(N2CCN(C(=O)c3ccco3)CC2)nc1=S
  -4% | nt | -1% | 21% | -1.4 | -9% | -5% | i | 0%
COc1cc(/C=C(\C#N)C(=O)Nc2ccccn2)ccc1O
  -1% | -52* | 19% | -10% | -0.5 | -10% | 0% | -13% | 11%
Cc1cc(C(=O)OCC(=O)Nc2cc(S(=O)(=O)N3CCOCC3)ccc2Cl)c(C)o1
  15% | 5 | -4% | -12% | -2.0 | 1% | 4% | -3% | ?
c1ccc(CC[C@@H]2CC[C@@H](CCc3ccccc3)N2)cc1
  -5% | -1 | 2% | -6% | -1.4 | -10% | -2% | 18% | 3%
C[C@H]1CN([C@@H](C)CO)C(=O)c2cccc(NS(=O)(=O)c3ccc(Cl)cc3)c2O[C@@H]1CN(C)CC1CCCCC1
  -9% | -1 | -3% | -11% | 0.4 | -13% | 13% | -5% | 15%

Entries listed so far printed as active in PI5P4Ka inh:
| SMILES | PI5P4Ka inh | PLK1 PBD block | EPAC1 antag | IL-2 act | GLP-1R agonist | PTHR1 agonist |
| --- | --- | --- | --- | --- | --- | --- |
| COc1cc(/C=C(\C#N)C(=O)Nc2ccccn2)ccc1O | -52* | 19% | -10% | -0.5 | 0% | -13% |
